RGS4 inh: Inhibitors of Regulator of G Protein Signaling (RGS) 4: qHTS; Regulator of G-protein signaling 4 (Homo sapiens), P49798; Transcreener GDP fluorescence polarization, RGS4-accelerated GTP hydrolysis; Potency, µM (top dose mostly 114 µM), without a hit: top-dose activity change, negative = inhibition, usual class: inhibitors; hit rate 0.039% among 390,000; AID 504845, 2011; also: % is scaled to controls: 0 for no effect and ±100 for the full control effect; nearly all actives have a fitted effect of over 75% in size; some results filed as inactive show a strong effect at the top dose
Target sequence (P49798 whole entry, looked up): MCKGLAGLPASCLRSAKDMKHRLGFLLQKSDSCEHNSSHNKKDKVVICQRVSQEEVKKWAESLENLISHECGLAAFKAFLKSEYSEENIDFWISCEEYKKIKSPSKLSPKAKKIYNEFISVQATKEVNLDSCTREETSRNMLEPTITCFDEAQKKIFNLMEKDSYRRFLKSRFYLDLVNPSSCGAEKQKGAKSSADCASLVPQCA
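MLSMR compounds (23 nl, pin-transferred) preincubated 10 min at room temperature with a 500nM (2x) first reagent, then RGS4 at 900nM (2x) plus Transcreener GDP mix added; fluorescence polarization (620/688 nm) read before and after 90 min at 30 °C.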
TrxR1 inh: qHTS Assay for Inhibitors of Mammalian Selenoprotein Thioredoxin Reductase 1 (TrxR1): qHTS; Thioredoxin reductase 1, cytoplasmic (Rattus norvegicus), O89049; recombinant rTrxR1, NADPH fluorescence consumption, selenite substrate; Potency, µM (titrated, usually from 114 µM), for the others: top-dose activity change, negative = inhibition, hits mostly inhibitors; AID 588453, 2011; hit rate 1% among 390,000; also: % is scaled to controls: 0 for no effect and ±100 for the full control effect; nearly all actives have a fitted effect of over 65% in size
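Rat TrxR1 (90 nM in the dispensed reagent) was pre-reduced with 400 uM NADPH for 5 min at room temperature, then incubated with compound for 15 min. After 400 uM selenite was added, NADPH fluorescence (Ex 340/Em 450 nm) was followed for 8 min.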
12-LOX inh: Primary qHTS assay for inhibitors of human arachidonate 12S-lipoxygenase (ALOX12): Round 2; Polyunsaturated fatty acid lipoxygenase ALOX12 (Homo sapiens), P18054; purified 12hLO, xylenol orange hydroperoxide absorbance; Potency, µM (highest dose often 108 µM), inactives show at the highest dose activity change, negative = inhibition, hits mostly inhibitors; hit rate 1.1% among 580,000; also: % is scaled to controls: 0 for no effect and ±100 for the full control effect
Target sequence (P18054 whole entry, looked up): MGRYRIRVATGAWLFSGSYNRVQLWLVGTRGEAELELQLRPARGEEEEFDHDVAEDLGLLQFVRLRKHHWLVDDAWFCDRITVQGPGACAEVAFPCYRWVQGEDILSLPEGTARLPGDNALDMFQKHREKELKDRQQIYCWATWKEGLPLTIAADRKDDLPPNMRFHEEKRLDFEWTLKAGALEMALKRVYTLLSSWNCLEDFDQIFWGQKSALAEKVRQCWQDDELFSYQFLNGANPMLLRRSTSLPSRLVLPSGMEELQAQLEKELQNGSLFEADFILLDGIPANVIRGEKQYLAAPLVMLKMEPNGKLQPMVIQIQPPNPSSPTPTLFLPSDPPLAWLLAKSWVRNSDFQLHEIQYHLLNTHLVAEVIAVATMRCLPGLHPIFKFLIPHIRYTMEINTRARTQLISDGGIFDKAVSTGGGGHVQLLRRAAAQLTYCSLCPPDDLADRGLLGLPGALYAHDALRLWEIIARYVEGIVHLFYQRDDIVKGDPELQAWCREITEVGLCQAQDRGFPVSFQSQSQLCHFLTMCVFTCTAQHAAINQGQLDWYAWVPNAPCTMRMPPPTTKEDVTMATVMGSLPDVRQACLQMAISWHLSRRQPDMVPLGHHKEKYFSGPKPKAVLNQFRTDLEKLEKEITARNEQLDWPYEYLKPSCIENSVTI
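Purified human 12hLO at 150 nM in 25 mM Hepes, 0.01% Triton X-100, pH 7.0, preincubated 15 min at room temperature with compound. Reaction started with 40 uM arachidonic acid, 30 min at room temperature. Hydroperoxide measured by Fe-xylenol orange, 573/405 nm absorbance ratio.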
Vif-APOBEC3G blk: qHTS for Inhibitors of Vif-A3G Interactions: qHTS | hit rate 0.076% among 410,000 | AID 602310, 2012 | DNA dC->dU-editing enzyme APOBEC-3G (Homo sapiens), Q9HC16 | HeLa A3G-eYFP + Vif (tagged APOBEC3G with the HIV-1 protein that degrades it), YFP fluorescence, overnight | Potency, µM (series often up to 46.1 µM), without a hit: top-dose activity, negative = active, hits mostly inhibitors;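 also: % is scaled to controls: 0 for no effect and ±100 for the full control effect; nearly all actives have a fitted effect of over 60% in size; hits raise eYFP signal because A3G escapes Vif-driven loss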
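Read-out is eYFP fluorescence (Ex 488/Em 500-530) from Vif-expressing HeLa A3G-eYFP cells; more signal means A3G escaped Vif-mediated degradation. Cells plated overnight, compound pinned in, incubated overnight at 37 deg C.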
Vif-APOBEC3F blk: qHTS for Inhibitors of Vif-A3F Interactions: qHTS; HeLa A3F-eYFP + Vif (tagged APOBEC3F with the HIV-1 protein that degrades it), YFP fluorescence increase; Potency, µM (highest dose often 46.1 µM), without a hit: at the highest dose activity, negative = active; hit rate 0.2% among 390,000; AID 602313, 2012; also: % of control where 0% means no effect; nearly all actives have a fitted effect of over 65% in size
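HeLa cells stably expressing A3F-eYFP plus Vif, plated and incubated overnight at 37 deg C, then exposed to compounds overnight at 37 deg C. Blocked degradation read as raised yellow fluorescence (Ex 488/Em 500-530).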
RXFP1 agonist: qHTS Assay for Agonists of the Relaxin Receptor RXFP1 | Relaxin receptor 1 (Homo sapiens), Q9HBX9 | hit rate 0.3% among 370,000 | HEK293T-RXFP1 cAMP TR-FRET, 30 min; response scale: percent of porcine relaxin response, buffer zero | Potency, µM (series often up to 57.5 µM), without a hit: at the highest dose activation, hits mostly activators; also: % is scaled to controls: 0 for no effect and ±100 for the full control effect; nearly all actives have a fitted effect of over 60% in size; many of its hits are not listed in these tables
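Agonist response is measured as cAMP accumulation in an RXFP1-transfected HEK293T line under PDE4 inhibition. Values are scaled between buffer-only and 29 nM porcine relaxin, and EC50s come from standard Hill equation fits.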
IDH1 R132H inh: qHTS for Inhibitors of mutant isocitrate dehydrogenase 1 (IDH1): qHTS. Potency, µM (doses to about 76.6 µM), without a hit: top-dose activity change, negative = inhibition, hits mostly inhibitors. hit rate 0.093% among 390,000. IDH1-R132H enzyme, NADPH consumption, diaphorase/resazurin fluorescence; also: % is scaled to controls: 0 for no effect and ±100 for the full control effect; nearly all actives have a fitted effect of over 65% in size
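IDH1-R132H (0.5 ug/mL dispensed) in pH 7.5 Tris buffer was preincubated 30 min with compound, then given a substrate mix of 0.016 mM NADPH and 2 mM alpha-KG for 80 min at room temperature; remaining NADPH was read by diaphorase/resazurin fluorescence.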
TrxR1 substrate: qHTS Assay for Substrates of Mammalian Selenoprotein Thioredoxin Reductase 1 (TrxR1): qHTS | Thioredoxin reductase 1, cytoplasmic (Rattus norvegicus), O89049 | purified TrxR1 substrate turnover, NADPH consumption readout | Potency, µM (doses to about 114 µM), without a hit: at the top dose activity change, negative = substrate turnover | hit rate 0.01% among 390,000 | AID 588456, 2011; also: % is scaled to controls: 0 for no effect and ±100 for the full control effect; nearly all actives have a fitted effect of over 50% in size
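Rat TrxR1, dispensed at 90 nM, was prereduced with 400 uM NADPH (final) for 5 min at ~22 deg C, then incubated with compound 15 min before 400 uM selenite. A first-read NADPH fluorescence drop versus no-compound background flagged substrates.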
USP1-UAF1 inh: Inhibitors of USP1/UAF1: Primary Screen; Ubiquitin carboxyl-terminal hydrolase 1 (Homo sapiens), O94782; recombinant USP1/UAF1, Ub-Rhodamine cleavage fluorescence; Potency, µM (doses to about 57.1 µM), inactives show at the highest dose activity change, negative = inhibition, actives largely listed as inhibitors; hit rate 0.23% among 390,000; AID 743255, 2014; also: % is scaled to controls: 0 for no effect and ±100 for the full control effect; nearly all actives have a fitted effect of over 60% in size; inactives centre near -12
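USP1/UAF1 complex at 1 nM was preincubated with compound for 15 min at room temperature, then Ub-Rho substrate (150nM final) was added. Fluorescence (480/540 nm) was read kinetically, 6 reads every 60 seconds.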
The depositor's hits bear a star; ? = inconclusive; nt = not tested or not shown; [ ] = dose if it differs, or a comment. Calls follow the shape of the dose curve; as a rule, active = well fitted curve in the direction sought with a large enough effect; inconclusive = small, poorly fitted or top-dose-only effect, or another doubt; inactive = no such curve, though single readings can be large; an effect the other way counts as inactive or inconclusive. Potency is read from the fitted curve at half-maximal effect.

Values in the order: RGS4 inh, TrxR1 inh, 12-LOX inh, Vif-APOBEC3G blk, Vif-APOBEC3F blk, RXFP1 agonist, IDH1 R132H inh, TrxR1 substrate, USP1-UAF1 inh
CCC1CCCCN1C(=O)COc1ccccc1NC(C)=O (stereo not drawn)
 : -2%, 14%[57.1 µM], ?, 2%, 10%, 1.3%, -5%, 11%[57.1 µM], -19%
Cc1ccc(C2(CCNC(C)c3cccs3)CCOC(C(C)C)C2)cc1 (stereo not drawn)
 : 7%, 19%[57.1 µM], 37%[activator], 1%, -20%, 1.7%, 0%, 13%[57.1 µM], -13%
Cc1cc(OC(=O)C2CC2)c([N+](=O)[O-])c(=O)[nH]1
 : 3%, -3%, -17%, -1%, -26%, -0.2%, -2%, -5%, -19%
Cc1cc(NC(=O)c2cccc(S(=O)(=O)N(C)C)c2)n(-c2ccccn2)n1
 : -26%, 10%, 4%, -20%, -1%, 3.8%, 1%, -4%, -14%
CCOC(=O)c1cc(-c2ccccc2)n(CCC(=O)NC2CCCCC2)c1C
 : 16%, 22%[57.1 µM], -11%, 0%, -4%, -3.0%, 8%, 1%[57.1 µM], -24%
CC(=O)NCCCNS(=O)(=O)c1ccc(C)cc1
 : 12%[56.9 µM], 15%, -1%, 0%, -7%, 3.6%, 3%, 6%, -23%
COC(C(=O)NCc1ccc(C)cc1)c1ccccc1 (stereo not drawn)
 : 5%, 14%, -13%, -1%, -6%, 1.4%, 1%, -2%, -14%
Cc1cc(C(=O)OCC(=O)c2ccc(Br)s2)no1
 : -13%, -9%, 14%, -3%, 0%, ?, 2%, 8%, -15%
O=C(Nc1nncs1)C1CC(=O)N(C2CCCC2)C1 (stereo not drawn)
 : 28%, 2%, 0%, 6%, -7%, 5.9%, 0%, -4%, 1%
O=C(N/C(=C\c1cccs1)C(=O)N1CCCCCC1)c1ccccc1
 : -5%, 14%, 2%, 0%, -4%, 2.6%, -1%, 0%, 10%
COc1ccc(CC(NC(C)=O)C(=O)NC2CCN(c3nc(C)cc(C)c3C#N)CC2)c(OC)c1 (stereo not drawn)
 : -39%, 18%[57.1 µM], 132%[activator][57.4 µM], -1%, -3%, -0.6%, 2%, 24%[57.1 µM], -16%
COC(=O)c1cccc(NC(=O)c2onc3c2CCCC3)c1
 : 2%, -16%, 1%, 2%, 4%, 6.4%, 1%, -14%, -17%
CN1C(=O)C(C)(C)c2cc(S(=O)(=O)NCC3CCC(C(=O)NCc4ccccc4)CC3)ccc21 (stereo not drawn)
 : 16%, 16%, 7%, 2%, -3%, 0.1%, 6%, 4%, -12%
C=CCn1c(/N=C/c2ccc(OC)cc2)nc2ccccc21
 : -28%, 29%, nt, -18%, 2%, -0.7%, -7%, 7%, -32%
O=C(Cc1n[nH]c(=O)c2ccccc12)Nc1cccc(S(=O)(=O)N2CCCCCC2)c1
 : 6%, 20%, 223%[activator], 0%, -1%, -0.6%, -2%, 0%, -19%
O=C(Nc1ccc(N2CCOCC2)cc1)c1ccc([N+](=O)[O-])cc1
 : 8%, 8%[57.1 µM], ?, 0%, 23%, -1.8%, -3%, 0%[57.1 µM], -8%
CN(c1ccc(C(=O)Nc2ccccc2C(=O)N2CCCC2)cc1)S(C)(=O)=O
 : -8%, 2%[57.1 µM], -10%, -6%, 8%, -0.4%, 3%, 2%[57.1 µM], -14%
COc1ccc(OC)c(C2=NOC(C(=O)NCc3cccs3)C2)c1 (stereo not drawn)
 : -11%, 16%, -2%, ?, -4%, 0.5%, 1%, 5%, -10%
CC(C)C[C@H]1CN=C(N(C)C)N1CCc1cccc(F)c1
 : 19%, 19%[57.1 µM], 1%, 1%, 0%, nt, -16%, 6%[57.1 µM], 24%
Cn1cccc1CNCc1ccc(F)cc1
 : 10%, -5%, -19%, 0%, 5%, 1.4%, 6%, -1%, -20%

Copied from above, 2 compounds:
Values in the order: RGS4 inh, TrxR1 inh, 12-LOX inh, Vif-APOBEC3G blk, Vif-APOBEC3F blk, RXFP1 agonist, IDH1 R132H inh, TrxR1 substrate, USP1-UAF1 inh
CCC1CCCCN1C(=O)COc1ccccc1NC(C)=O (stereo not drawn)
 : -2%, 14%[57.1 µM], ?, 2%, 10%, 1.3%, -5%, 11%[57.1 µM], -19%
Cc1ccc(C2(CCNC(C)c3cccs3)CCOC(C(C)C)C2)cc1 (stereo not drawn)
 : 7%, 19%[57.1 µM], 37%[activator], 1%, -20%, 1.7%, 0%, 13%[57.1 µM], -13%

Other records.
| Structure | RGS4 inh | TrxR1 inh | 12-LOX inh | Vif-APOBEC3G blk | Vif-APOBEC3F blk | RXFP1 agonist | IDH1 R132H inh | TrxR1 substrate | USP1-UAF1 inh |
| --- | --- | --- | --- | --- | --- | --- | --- | --- | --- |
| O=C(O)CCCNc1ccc(S(=O)(=O)N2CCCCC2)cc1 | 4% | 35%[57.1 µM] | -20% | 0% | ? | 2.1% | 11% | 13%[57.1 µM] | -6% |
| CCc1ccc2c(c1)C(=O)C[C@]1(CCC[C@H](C)C1)O2 | 7% | 15% | ? | 3% | -12% | 1.5% | -2% | 19%[57.1 µM] | -13% |
| Fc1ccc(NC(=S)NN2CCOCC2)cc1Cl | -24% | -19% | -2% | 0% | 6% | 0.1% | 4% | 9%[57.1 µM] | -17% |
| CCOc1ccc(N2C(=O)CC(NC3CCCCNC3=O)C2=O)cc1 (stereo not drawn) | -2% | -6%[57.1 µM] | ? | -9% | 9% | -0.6% | 12% | -7%[57.1 µM] | -7% |
| C#Cc1ccc([C@@H]2C=C(C(=O)NCc3ccccc3)O[C@H](OCc3ccc(CO)cc3)C2)cc1 | -17% | ? | -9% | -5% | 5% | 0.3% | 0%[38.3 µM] | -32% | ? |
| CCOc1ccccc1Nc1sc(C(=O)c2ccccc2)c(N)c1S(=O)(=O)c1ccc(C)cc1 | -4% | 16%[57.1 µM] | -12% | ? | 4% | 1.0% | 4% | 3%[57.1 µM] | -13% |
| Nc1c(Cl)ncnc1N/N=C/c1cccnc1 | -19% | 3%[57.1 µM] | ? | -4% | 5% | 2.0% | -3% | -4%[57.1 µM] | -1% |
| CC1CN(C(=O)CCC(=O)N2CCN(c3cccc(C(F)(F)F)c3)CC2)c2ccccc2O1 (stereo not drawn) | 1% | 13% | 40%[activator] | 2% | -4% | 0.6% | -2% | -5% | -14% |
| C/C(=N\Nc1nc(N2CCOCC2)nc(N2CCOCC2)n1)c1cccs1 | 8% | 27%[57.1 µM] | -21% | -2% | 10% | 0.3% | -1% | 11%[57.1 µM] | -19% |
| CCOC(=O)C1(Cc2ccccc2Cl)CCN(C(=O)c2cnccn2)CC1 | -5% | 12%[57.1 µM] | -8% | -3% | 6% | -0.9% | 8% | -22%[57.1 µM] | -11% |
| CCOc1ccc2c(c1)nc(C)n2C | 38% | 23% | ? | -1% | 19% | -0.4% | 7% | 4% | -8% |
| Fc1ccc(COc2ccccc2-c2ccnc3ncnn23)cc1 | 3% | 31% | 0% | 1% | 0% | -1.3% | 6% | 43%[activator] | -17% |
| O=C(CNC(=O)c1cccc(Br)c1)N/N=C/c1cn[nH]c1-c1ccccc1 | -3% | 29%[57.1 µM] | -14% | 0% | -6% | 2.3% | 11% | -9%[57.1 µM] | -6% |
| CCN(CC)C(=O)CSc1nnc(COc2ccc(OC)cc2)n1N | 18% | 25%[57.1 µM] | 0% | 0% | -8% | -0.2% | 2% | 6%[57.1 µM] | -18% |
| CCC(C(=O)NC1CCCCC1)n1nc(C)c2c(C)n(-c3ccccc3)nc2c1=O (stereo not drawn) | -22% | 15% | -3% | -3% | 11% | -2.0% | -6% | 2% | -26% |
| COc1ccc(-c2cc(C(=O)OCC(=O)N(C)C3CCS(=O)(=O)C3)c3ccccc3n2)cc1OC (stereo not drawn) | 10% | -3% | -18% | -4% | -2% | 4.0% | -2% | -6% | -7% |
| CCOC(=O)Cc1csc(SCC(=O)/C(C#N)=C(\C)N)n1 | 39% | -5% | -15% | 2% | -12% | -0.1% | 6% | -2% | -1% |
| COc1ccccc1NC(=O)c1ccccc1C(=O)N(C)Cc1ccccc1 | 7% | 5%[57.1 µM] | 0% | 2% | -9% | nt | -7% | -1% | -15% |
| CC(=O)C1CCC2C3CC=C4CC(SC(=N)N)CCC4(C)C3CCC12C (stereo not drawn) | -24% | 2%[11.4 µM] | ? | -19% | 6% | nt | -4% | 9%[57.1 µM] | -11% |

Some of the compounds tested; the hit share may differ from the screen's.
